Screens: PubChem BioAssay, several laboratories
INS promoter inh: TRM-6 insulin promoter activity inhibition; TRM-6 cells (human fetal islet line), insulin promoter-eGFP reporter, imaging; reporter expression induced with tamoxifen; inhibition, % at 2 µM; 130,000 compounds, 0.9% hits; AID 1273;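 active = inhibition above the mean plus 3 SD, with well images judged a real hit on visual review, cut at about 60% in these data, passing the limit was not always enough; inconclusive = inhibition over the cutoff but images rejected on review; inactive = inhibition not above the cutoff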
SDO1 yeast rescue: compounds rescuing growth of sdo1-depleted yeast, bone marrow failure model; S. cerevisiae sdo1-depleted JHY4D growth rescue, OD600 30 h; active compounds read high; pdr5 snq2 efflux-pump mutant strain; 140,000 compounds, 0.21% hits; z-score at 10 µM;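 active = z-score above 3 at both the 24 hr and the 30 hr optical density reads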;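 note: z-score against mean and SD of all compound wells on the same plate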
SDO1 yeast rescue Rescue 24 h: second read-out of SDO1 yeast rescue, no call of its own (marks repeat the call); z-score; S. cerevisiae sdo1-depleted JHY4D growth rescue, OD600; measured here: growth rescue at 24 h;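 0 is the plate mean of compound wells and units are plate SD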
Numbers without * were called inactive; ? = inconclusive; / = no result given.

SMILES	INS promoter inh	SDO1 yeast rescue	SDO1 yeast rescue Rescue 24 h
CN(/N=C/c1ccc([N+](=O)[O-])o1)c1ccccc1	-57	/	/
CCOc1ccc(-c2nnc3sc(COc4ccccc4)nn23)cc1	/	0.2	1.3
Cc1nnc(N2CCOCC2)c2ccccc12	29	-0.87	-0.92
C/C(=N\NC(=S)NC1CCCCC1)c1cccs1	29	/	/
O=C1CCCc2c1nc(-c1ccccc1)n2O	-3	1	1.3
CCOP(=O)(OCC)C(O)c1cc(OC)c(OC)c(OC)c1 (stereo not given)	18	0.19	-0.43
C=CCN(CC=C)C(=O)Nc1ccc2nc(C)sc2c1	0	-0.67	-1.3
O=c1oc2ccccc2n1CCn1c2ccccc2c2nc3ccccc3nc21	33	0.08	2.3
O=C(Nc1ccc(Nc2ccccc2)cc1)c1ccco1	4	0.63	0.7
CC(C)CCNC(=O)NC(=O)CSc1nnc(-c2ccccc2Br)o1	3	0.38	0.73
CCOC(=O)c1cc(C#N)c(SCC(=O)O)[nH]c1=O	-40	/	/
COc1ccc(-c2nnc3ccc(SCC(N)=O)nn23)cc1OC	/	0.95	1.1
CCc1c(C)nc2c(C#N)c(C)[nH]n2c1=O	-54	0.45	-0.41
CCOC(=O)N1CCN(C(=O)c2ccc3c(=O)n(Cc4ccccc4)c(=S)[nH]c3c2)CC1	-6	0.23	0.04
CN(C)/C=N/c1c(C#N)cnn1-c1ccccc1	/	0.89	1
C#CCNC(=O)C(C)c1ncc(C(F)(F)F)cc1Cl (stereo not given)	-53	/	/
NS(=O)(=O)c1ccc(O)c(N2C(=O)c3cccc4c(C(=O)O)ccc(c34)C2=O)c1	-29	/	/
CC1CCCCN1CCn1c(=S)[nH]c2cc3c(cc2c1=O)OCO3 (stereo not given)	25	/	/
Nc1c(S(=O)(=O)c2ccccc2)c2nc3ccccc3nc2n1Cc1ccco1	/	-0.38	-0.11
CCc1c(C)nc2ncnn2c1N1CCC(C(=O)N2CCN(c3ccc(F)cc3)CC2)CC1	33	0.13	-0.16
CCOc1ccc(NC(=O)CN2CCN(CC(=O)Nc3ccc4c(c3)OCCO4)CC2)cc1	-16	0.98	0.89
CC(=O)Oc1ccc(C(=O)[C@H]2[C@H]3C(=O)N(c4ccc(C)cc4)C(=O)[C@H]3[C@@H]3C=CC=NN32)cc1	-33	0.97	1.1
Cc1cc(C(=O)N(C)C)sc1-c1ccccc1	38	-0.33	0.15
Cc1ccc2c(Cl)cc(Cl)c(OCC(=O)Nc3cccc(S(=O)(=O)N(C)C)c3)c2n1	-22	0.67	2.8
CC(=O)Nc1ccc(S(=O)(=O)N(C2=NCC(C)S2)c2ccccc2)cc1 (stereo not given)	53	-0.32	-0.72
COC(=O)c1ccc(NC(=O)Nc2ccc(F)cc2)cc1	/	-0.68	-0.43
Cc1ccc(C2C3=C(CC(C)(C)CC3=O)N=C3c4ccccc4C(=O)C32)cc1 (stereo not given)	24	0.39	0.17
CCc1nnc(NS(=O)(=O)c2ccc(NC(=O)c3cccc(Cl)c3)cc2)s1	?	/	/
COc1cc2c(cc1O)C(SC)=NC(C)(C)C2	16	0.85	1.3
CCC(C)(C)NC(=O)c1cc(S(=O)(=O)N2CCCCC2)ccc1N1CCOCC1	15	/	/
Cc1ccc(OCC(=O)Nc2cccc(O)c2)cc1C	70	-0.71	-0.86
Cc1ccc(CS(=O)(=O)CCC(=O)NCc2ccccn2)cc1	-7	0.86	1.4
COc1cc2c(cc1NC(=O)C(C)OC(=O)/C=C/c1ccc(OC(F)F)cc1)oc1ccccc12 (stereo not given)	-6	-0.58	-0.47
COc1ccccc1N1CCN(C(=O)CC2NC3CCCCC3NC2=O)CC1 (stereo not given)	-32	0.22	-0.16
Cc1ccc(Nc2nc(CSc3nnc(-c4ccncc4)n3-c3ccccc3C)cs2)cc1	-43	-0.49	-0.01
Cc1cccc(C)c1NC(=O)c1sc(N)nc1-c1ccccc1	0	/	/
O=C(NN1C(=O)c2ccccc2NC1c1cccnc1)c1ccc([N+](=O)[O-])cc1 (stereo not given)	29	/	/
CCOc1ccc(C(=O)Nc2ccc(N3CCCC3)cc2)cc1	/	-0.61	1.8
O=C(c1c(F)cccc1F)N(Cc1cccs1)C1CCCC1	13	/	/
COc1cc(/C=C2/C(=O)ON=C2c2ccccc2)ccc1O	0	-0.36	-0.35
CCOP(=O)(OCC)C(NC(=O)Nc1ccc(Cl)c(Cl)c1)C(N)=O (stereo not given)	0	0.27	0.28
CC(=O)NC1=NN(C(C)=O)C(c2ccc(C(C)C)cc2)S1 (stereo not given)	-22	0.74	0.72
CC1=C(C(=O)OCCOC(C)C)C(c2cc3c(cc2Br)OCO3)C2=C(CCCC2=O)N1 (stereo not given)	53	0.8	0.89
O=S(=O)(Nc1nc2ccccc2nc1Nc1ccc2c(c1)OCCO2)c1cccs1	27	-1.3	-1.3
Cc1nn(Cc2ccc(Cl)cc2Cl)c(C)c1NC(=O)c1nn(C)cc1Cl	-11	-0.04	-0.29
Cc1ccc(N2C(=O)C(Cc3ccccc3)NC2=S)cc1 (stereo not given)	4	-0.46	-1.1
O=C(Nc1cccc(F)c1)c1c(F)c(F)c(F)c(F)c1F	71	-0.05	0.09
CCN(CC(=O)NC1CCCC1)S(=O)(=O)c1ccc(C)cc1	69	1.1	1.1
COc1ccc(/C=N/N=C2/NC(=O)C(c3ccccc3)(c3ccccc3)S2)cc1	0	2	3.5
CC(C)Oc1cc2oc(=O)c3c(c2cc1Cl)CCC3	12	-0.62	-0.59
COC(=O)C1=C(NC(=O)c2ccc(C)cc2)CCS1	64	-0.08	1
Cc1ccc(NC(=O)CSc2ccccc2NC(=O)c2ccccc2)cc1Cl	-71	-1.2	-0.01
O=C(CCN1CCc2ccccc2CC1)c1ccc2c(c1)OCCO2	53	-0.12	-0.23
CCc1nc(N)c(C#N)c(-c2ccc(OC)c(OC)c2)c1C	-83	-0.32	-0.04
COC(=O)c1ccc(N2C(=O)Nc3ccccc3N2O)cc1	5	/	/
Cc1csc2ncnc(NCCc3ccccn3)c12	-44	/	/
O=C(CN1C(=O)CNC1=O)Nc1cccc(C(F)(F)F)c1	0	1.1	1.2
Cc1nc2nc(-c3cccnc3)nn2c(C)c1Cl	46	-0.32	-1.3
Cc1[nH][nH]c(=O)c1C(c1c(C)[nH][nH]c1=O)c1cn(Cc2ccccc2Cl)c2ccccc12	15	-0.18	1.1
Cc1nc(NC(=O)/C=C/c2ccccc2)sc1C(=O)Nc1ccc(Cl)cc1	17	-2.5	-1

(next part)
SMILES	INS promoter inh	SDO1 yeast rescue	SDO1 yeast rescue Rescue 24 h
CC(C)Cc1ccc(S(=O)(=O)N2CCN(C(=O)c3ccco3)CC2)cc1	10	-0.64	-0.5
CCC1=NN(C(=O)Cc2ccc([N+](=O)[O-])cc2)C(O)(C(C)(C)C)C1 (stereo not given)	-44	/	/
Cc1cc(C)nc(/N=C(\N)N2CCCCCC2)n1	50	0.95	0.94
O=C(CSc1nc2ccccc2[nH]1)NCc1ccco1	/	0.53	0.31
CCC(=NC1CC(C)(C)NC(C)(C)C1)C1=C(O)CC(C)(C)CC1=O	-61	1.1	0.8
CCOC(=O)C1=C(N)n2c(s/c(=C/c3ccccc3)c2=O)=C(C(=O)OCC)C1c1ccccc1 (stereo not given)	3	0.33	0.52
Cc1cc(C)n(C(=O)Cn2nc([N+](=O)[O-])cc2C)n1	42	/	/
Cc1ccc(C(=O)NC2CCS(=O)(=O)C2)cc1S(=O)(=O)N1CCCCC1 (stereo not given)	-44	-0.17	-0.76
O=C(/C(=C/O)N=Nc1ccc(Cl)cc1)c1ccncc1	-7	-1.7	-1.1
CCCC(NC(=S)NCC1CCCO1)C12CC3CC(CC(C3)C1)C2 (stereo not given)	-25	/	/
Cc1nnc(-c2cnn(-c3ccccc3)c2N)n1Cc1ccc(F)cc1	-29	0.16	-0.56
Cn1nnnc1SCc1nc2ccccc2s1	30	0.78	0.07
Cc1ccc(NC(=O)C2C(c3ccccc3)C=CC(c3ccccc3)C2C(=O)O)cc1 (stereo not given)	-6	-0.26	-0.23
COc1ccc(C)cc1-n1c(-c2ccncc2)n[nH]c1=S	-77	1.3	-0.28
CC(C)(C)n1nnnc1C(c1ccncc1)N1CCCCCC1 (stereo not given)	-9	0.65	0.43
O=C(Nc1cccn2ncnc12)c1cccc(C(F)(F)F)c1	41	/	/
Cc1nn2c(c1-c1ccccc1)N=C(c1ccco1)CC2c1ccccc1 (stereo not given)	/	-1.1	-1.1
COc1ccc(-c2cnc(N)n2C)cc1	-127	/	/
O=C(O)CCc1ccc(S(=O)(=O)NCCc2ccccc2)cc1	15	0.63	0.25
O=C1CSCN1c1ccc(Cl)c(Cl)c1	26	/	/
Cc1nnc(SCC(=O)N(C)Cc2ccccc2)[nH]c1=O	/	1.8	1.6
C=CCNC(=O)CC(=O)N/N=C/c1cccc(C)c1	32	0.84	-0.35
O=C(CCSc1ccc(Cl)c(Cl)c1)NC12CC3CC(CC(C3)C1)C2	-39	-1.1	0.56
Cc1cc(C)cc(NC(=O)c2ccc(CSc3nnnn3C)cc2)c1	/	-0.09	-1.1
COc1cccc(C(=O)Cn2c(N3CCCCC3)nc3c2c(=O)n(C)c(=O)n3C)c1	/	-0.28	-0.35
CC(=O)Nc1ccc(S(=O)(=O)Nc2c(C)n(C)n(-c3ccccc3)c2=O)cc1	/	0.16	-0.18
COC(=O)COc1ccc(S(=O)(=O)Nc2ccc(NC(C)=O)cc2)cc1	-41	1.7	0.62
COc1ccc2c(c1)C(=O)N(c1ccccc1OC)C(=O)C2	-49	0.17	-0.04
Clc1ccccc1Cn1nnc2c(N3CCOCC3)nc(C3CC3)nc21	-9	-1	-0.23
O=c1ccccn1CCOc1ccccc1Cl	0	0.19	-0.31
COC(=O)c1ccc(CNC(=O)COC(=O)c2cc(Cl)nc(Cl)c2)cc1	-45	/	/
Nc1ccc(S(=O)C(F)(F)F)cc1 (stereo not given)	-25	/	/
O=S(=O)(c1cccc(C(F)(F)F)c1)N1CCC(c2cc(-c3cccc4ccccc34)n[nH]2)CC1	-68	-0.94	-0.33
COc1ccc(N2C(=O)CCC(C(=O)N(C)C3CCCCC3)C2c2ccc(OC)c(OC)c2)cc1 (stereo not given)	22	0.51	-0.19
COc1ccccc1N1CCN(C(=S)Nc2cccc(C)c2)CC1	50	/	/
COc1ccc(-n2c(SCC(=O)Nc3nccs3)nc3c(c2=O)SCC3)cc1	/	0.64	0.72
COCCCn1c2nc3ccccc3nc2c2c(=O)n(-c3ccccc3OC)c(C)nc21	/	-0.49	-0.54
CCn1cc([N+](=O)[O-])c(C(=O)Nc2nc(-c3ccc(C)c(C)c3)c(C)s2)n1	-29	0.01	0.4
N=c1n(Cc2ccccc2)c2ccccc2n1Cc1ccccc1	-100	0.19	0.16
O=C(Nc1cccc(C(=O)O)c1)/C(=C\c1ccc2c(c1)OCO2)NC(=O)c1ccco1	-29	/	/
C=CCn1c(SCC(=O)c2ccc(OC)cc2)nnc1-c1ccc2c(c1)OCO2	-14	-0.53	-0.49
COc1cc(C2=NOC(C(=O)Nc3ccc(C(C)=O)cc3)C2)cc(OC)c1OC (stereo not given)	/	0.28	-0.03
Nc1nc(N)c2sc3nc4c(cc3c2n1)CCC4	47	-0.04	-0.1
O=C(Nc1cc(C(F)(F)F)ccc1N1CCOCC1)c1ccco1	25	-0.58	-0.8
CC(C)Cn1c(SCC(=O)N2CCc3ccccc3C2)nc2cc(Cl)ccc2c1=O	-7	-0.97	-1.4
O=C(NCCc1ccccn1)/C(=C/c1ccco1)NC(=O)c1ccccc1	-10	/	/
Cc1ccc(NC(=O)CN(C)S(=O)(=O)c2cccs2)cc1F	74*	0.04	0.62
CCOc1ccc(C(=O)/C=C/Nc2ccc(S(=O)(=O)Nc3onc(C)c3C)cc2)cc1	-138	0.17	-0.04
COC(=O)c1cc(OC)c(OC)cc1NC(=O)c1cc(OC)cc(OC)c1	-5	/	/

Compound profiles, as listed above. Order of values: INS promoter inh, SDO1 yeast rescue, SDO1 yeast rescue Rescue 24 h
Entry for O=C(NCCc1ccccn1)/C(=C/c1ccco1)NC(=O)c1ccccc1 : -10, /, /
Entry for O=C(Nc1cc(C(F)(F)F)ccc1N1CCOCC1)c1ccco1 : 25, -0.58, -0.8
Entry for CCOc1ccc(C(=O)/C=C/Nc2ccc(S(=O)(=O)Nc3onc(C)c3C)cc2)cc1 : -138, 0.17, -0.04
Entry for Cc1ccc(NC(=O)CN(C)S(=O)(=O)c2cccs2)cc1F : 74*, 0.04, 0.62

Part of the list above, field by field.
> COc1ccc(-n2c(SCC(=O)Nc3nccs3)nc3c(c2=O)SCC3)cc1
  INS promoter inh: / | SDO1 yeast rescue: 0.64 | SDO1 yeast rescue Rescue 24 h: 0.72
> COCCCn1c2nc3ccccc3nc2c2c(=O)n(-c3ccccc3OC)c(C)nc21
  INS promoter inh: / | SDO1 yeast rescue: -0.49 | SDO1 yeast rescue Rescue 24 h: -0.54
> CCn1cc([N+](=O)[O-])c(C(=O)Nc2nc(-c3ccc(C)c(C)c3)c(C)s2)n1
  INS promoter inh: -29 | SDO1 yeast rescue: 0.01 | SDO1 yeast rescue Rescue 24 h: 0.4
> N=c1n(Cc2ccccc2)c2ccccc2n1Cc1ccccc1
  INS promoter inh: -100 | SDO1 yeast rescue: 0.19 | SDO1 yeast rescue Rescue 24 h: 0.16

3 entries already listed, sorted by length of the SMILES, lowest first:
SMILES	INS promoter inh	SDO1 yeast rescue	SDO1 yeast rescue Rescue 24 h
C=CCn1c(SCC(=O)c2ccc(OC)cc2)nnc1-c1ccc2c(c1)OCO2	-14	-0.53	-0.49
CC(C)Cn1c(SCC(=O)N2CCc3ccccc3C2)nc2cc(Cl)ccc2c1=O	-7	-0.97	-1.4
CCOc1ccc(C(=O)/C=C/Nc2ccc(S(=O)(=O)Nc3onc(C)c3C)cc2)cc1	-138	0.17	-0.04
